AT treatment = candidate therapy for ataxia-telangiectasia | […] A-T fibroblasts, KAP-1 phosphorylation AlphaLISA; neocarzinostatin DNA damage 30 min before lysis | Potency, µM (doses to about 57.5 µM), for inactives: at the highest dose activation, most hits filed as activators | actives 0.19% (n = 320,000) | AID 485349; further: potency means the concentration at half of the fitted maximal effect; % of control where 0% means no effect; nearly all actives have a fitted effect of over 45% in size
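ATM-like activity read as KAP-1 phosphorylation via AlphaLISA donor/acceptor antibody pairs after lysis and 6 hr at 25C. Cells were ATM-null patient fibroblasts ([…], hTERT), dosed 60 min, then exposed to the DSB inducer NCS for 30 min.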
hERG WT inh = KCNH2 (human, wildtype) channel inhibition | Q12809 | U2OS, BacMam KCNH2, thallium flux FluxOr; stronger effect = lower value | activity change, % at 1.84 µM | actives 0.37% (n = 340,000);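 active means maximum activity change below -70%; inconclusive means maximum activity change between -70% and -50%; inactive means maximum activity change above -50%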; further: on the % scale 0 is the no-effect control and ±100 the full control effect
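U2OS cells transduced with wild-type KCNH2 virus are loaded with FluxOr dye for 45 min, and thallium flux is measured in kinetic reads before and after stimulation buffer. Rate constants are normalized to DMSO controls.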
Coupling enz = inhibits coupling enzyme system, counter-screen for aldolase hits; coupling enzyme system counterscreen, AmpLite Red fluorescence; activity change, negative = inhibition, % at 58.2 µM, hits read low; actives 0.67% (n = 290,000); AID 2472; in the data active means activity change below about -30%; further: on the % scale 0 is the no-effect control and ±100 the full control effect
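Compounds tested against the coupling enzymes alone at 57.5 uM final; readout was AmpLite Red fluorescence (525/598 nm) after 20 min at RT.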
TRPV1 agonist = activates the human vanilloid receptor TRPV1; actives 0.19% (n = 320,000); activation, % at 8.33 µM; AID 540275; Q8NER1; TRPV1-expressing cells, Fluo-8 calcium influx, agonist mode; in the data active means activation above about 80%; inconclusive means between about 30% and that limit; further: 0% is about no effect
Target sequence (Q8NER1 whole entry, looked up): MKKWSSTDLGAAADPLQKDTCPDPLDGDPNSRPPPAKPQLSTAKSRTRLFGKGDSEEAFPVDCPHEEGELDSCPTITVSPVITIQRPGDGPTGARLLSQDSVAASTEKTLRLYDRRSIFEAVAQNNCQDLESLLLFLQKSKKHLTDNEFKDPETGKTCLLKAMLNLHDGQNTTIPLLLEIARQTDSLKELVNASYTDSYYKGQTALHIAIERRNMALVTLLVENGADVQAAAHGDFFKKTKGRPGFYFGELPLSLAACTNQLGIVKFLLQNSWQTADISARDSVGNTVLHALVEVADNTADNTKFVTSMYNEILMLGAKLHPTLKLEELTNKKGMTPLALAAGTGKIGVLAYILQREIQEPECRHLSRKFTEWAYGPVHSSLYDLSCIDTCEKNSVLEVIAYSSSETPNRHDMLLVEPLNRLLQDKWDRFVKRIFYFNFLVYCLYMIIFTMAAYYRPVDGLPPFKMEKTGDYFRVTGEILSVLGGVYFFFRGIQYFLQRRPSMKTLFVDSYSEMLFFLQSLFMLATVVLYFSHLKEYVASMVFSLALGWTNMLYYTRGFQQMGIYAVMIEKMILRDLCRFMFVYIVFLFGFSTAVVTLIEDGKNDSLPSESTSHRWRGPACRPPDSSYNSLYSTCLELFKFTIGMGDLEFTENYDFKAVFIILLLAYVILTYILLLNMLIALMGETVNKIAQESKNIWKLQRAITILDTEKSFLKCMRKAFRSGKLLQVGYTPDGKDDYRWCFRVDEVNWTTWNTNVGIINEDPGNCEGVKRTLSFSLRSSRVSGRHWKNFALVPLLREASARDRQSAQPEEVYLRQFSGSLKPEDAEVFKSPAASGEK
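Cells expressing TRPV1 were dye-loaded with Fluo-8 and read kinetically: 10 s baseline, 3 min after compound (agonist portion), then 2 min after EC20 capsaicin (allosteric enhancer portion). Calcium-bound dye fluorescence at 480/520 nm.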
Integrin act MD = activates integrin-mediated alleviation for muscular dystrophy; Potency, µM (series often up to 38.3 µM), for the others: at the highest dose activation, usual class: activators; alpha7betagal myoblasts, beta-gal FDG fluorescence, 48 h; actives 0.064% (n = 350,000);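 further: potency means the concentration at half of the fitted maximal effect; 100% = response of the positive control SU9516; nearly all actives have a fitted effect of over 60% in size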
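alpha7betagal+/- myoblasts (passage 13, 250/well) treated 48 h at 37C with compounds at 1:260 dilution of DMSO stock. Lysed, then beta-galactosidase activity read as FDG fluorescence (ex 480/em 540) after 30 min, with pre-read for autofluorescence.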
ASM inhibitor = inhibitors of human secretory acid sphingomyelinase; placental ASM, HMU-PC fluorogenic substrate, 60 min; actives 0.006% (n = 340,000); Potency, µM (top dose mostly 57.5 µM), without a hit: top-dose activity change, negative = inhibition, usual class: inhibitors; P17405; AID 504937; further: potency means the concentration at half of the fitted maximal effect
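qHTS format. ASM enzyme prepared from human placenta hydrolyses the fluorogenic substrate HMU-PC0 (9 uM final) over 60 min at 37 °C after a 10 min compound preincubation.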
MBNL1-CUG inh = inhibitors of human MBNL1 binding to CUG repeat RNA | actives 0.036% (n = 280,000) | Potency, µM (doses to about 57.5 µM), for inactives: top-dose activity change, negative = inhibition, usual class: inhibitors | AID 2675 | TR-FRET MBNL1-His/biotin-(CUG)12 binding, 665/545 ratio | Q9NR56; active means well fitted inhibition curve with a large enough effect in the signal ratio, with a control signal flat, not every such curve was filed as active; inconclusive means small, poorly fitted or top-dose-only effect, or effect the other way, or a change in a side signal; inactive means no such curve, though single readings can be large or run the other way; the % refers to the signal ratio; further: potency means the concentration at half of the fitted maximal effect; on the % scale 0 is the no-effect control and ±100 the full control effect
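Inhibition of protein-RNA binding appears as loss of TR-FRET between terbium anti-His antibody on MBNL1-His and streptavidin-XL665 on biotin-(CUG)12. Activity is normalized to buffer-only and uninhibited-complex controls.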
CXXC DNA block = inhibitors of human MLL CXXC domain-DNA interaction; Q03164; Potency, µM (doses to about 115 µM), without a hit: at the top dose activity change, negative = inhibition, usual class: inhibitors; MLL-CXXC / FITC-HOXA9 DNA fluorescence polarization; actives 0.037% (n = 290,000); active means well fitted inhibition curve with a large enough effect in the polarisation, with a control signal flat, not every such curve was filed as active; inconclusive means small, poorly fitted or top-dose-only effect, or effect the other way, or a change in a side signal; inactive means no such curve, though single readings can be large or run the other way; the % refers to the polarisation; further: potency means the concentration at half of the fitted maximal effect
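Fluorescence polarization: 7 uM MLL-CXXC (stock) preincubated 5 min with compounds, then 50 nM fluorescein-HOX-A9 DNA (stock) added; 30 min ambient. Buffer 50 mM Tris-HCl pH 7.5, 50 mM NaCl, 1 mM DTT, 0.05% BSA.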
GALK inhibitor = galactokinase (human) inhibition; P51570; Purified GALK, Kinase-Glo residual ATP luminescence; Potency, µM (doses to about 57.5 µM), for the others: at the highest dose activity change, negative = inhibition, most hits filed as inhibitors; actives 0.007% (n = 270,000); further: potency means the concentration at half of the fitted maximal effect; on the % scale 0 is the no-effect control and ±100 the full control effect
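Galactose (100 uM) and ATP (35 uM) were turned over by 5 nM GALK for 1 h at RT. Kinase-Glo Plus then converted the remaining ATP into a luminescent signal.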
KCNH2 3.1 inh = blocks the human KCNH2 3.1 channel isoform | U2OS KCNH2 3.1, thallium flux FluxOr; stronger effect = lower value | activity change, % (tested at about 1.8 µM) | actives 0.95% (n = 340,000);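 active means maximum activity change below -70%; inconclusive means maximum activity change from -70% to -50%; inactive means maximum activity change above -50%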;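 further: thallium influx rate constant from kinetic fluorescence after stimulation buffer; on the % scale 0 is the no-effect control and ±100 the full control effect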
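Measured as rate of thallium-driven FluxOr signal in transduced U2OS cells carrying the 3.1 channel, read kinetically for 2 min upon stimulation; values are rate constants scaled to DMSO control wells.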
An asterisk follows results filed as active; [ ] = another dose, or the depositor's remark. Unless noted, the call rests on the fitted dose curve; in most records, active means well fitted curve in the direction sought with a large enough effect; inconclusive means small, poorly fitted or top-dose-only effect, or another doubt; inactive means no such curve, though single readings can be large; an effect the other way counts as inactive or inconclusive.

`N#CC1=C(N)OC2=C(C(=O)CCC2)C1c1cccs1` (stereo not drawn) gave AT treatment 4.9%, hERG WT inh -10.4, Coupling enz -8.2, TRPV1 agonist 2.1, Integrin act MD -24.9%, ASM inhibitor 2.5%, MBNL1-CUG inh 0.3%, CXXC DNA block -3.0%, GALK inhibitor -2.8% and KCNH2 3.1 inh 8.4.
Fc1ccc(-n2c(-c3cc(C4CC4)[nH]n3)n[nH]c2=S)cc1Cl was read as AT treatment -2.3%, hERG WT inh 0.6, Coupling enz -0.1, TRPV1 agonist -0.1, Integrin act MD -10.1%, ASM inhibitor -3.8%, MBNL1-CUG inh 13.6%, CXXC DNA block 0.4%, GALK inhibitor 2.6% and KCNH2 3.1 inh 2.8.
Screening COc1ccc(CNC(=O)Cn2cccc2C(=O)c2ccccc2)cc1 returned AT treatment 8.8%, hERG WT inh -7.1, Coupling enz 0.4, TRPV1 agonist 8.4, Integrin act MD 14.5%, ASM inhibitor -2.2%, MBNL1-CUG inh 4.0%, CXXC DNA block 9.0%, GALK inhibitor -2.2% and KCNH2 3.1 inh 16.4.
For Cc1cc(C)c(C)c(S(=O)(=O)N[C@@H](C)C(=O)OCC(=O)NC2CCCC(C)C2C)c1C (stereo partly drawn) the results were AT treatment -7.4%, hERG WT inh -8.1, Integrin act MD 8.7%, ASM inhibitor -15.5% and KCNH2 3.1 inh -2.3.
Screening O=C(O)CC/C(=C/c1cccc(NC(=O)c2ccccc2Cl)c1)c1nc2ccccc2s1 returned hERG WT inh 3.9, Integrin act MD 16.7%, ASM inhibitor -6.1% and KCNH2 3.1 inh 15.9.
For O=C(N=C1SC2CS(=O)(=O)CC2N1CCc1ccccc1)C1CC1 (stereo not drawn) the results were AT treatment -2.7%, hERG WT inh -0.7, Coupling enz 1.0, TRPV1 agonist 2.5, Integrin act MD 31.5%, ASM inhibitor 0.8%, MBNL1-CUG inh -4.1%, CXXC DNA block 5.7%, GALK inhibitor -5.7% and KCNH2 3.1 inh 5.4.
`COC(=O)/C(C#N)=C/c1c(N2CCN(c3ccccc3)CC2)nc2c(C)cccn2c1=O` gave AT treatment -8.2%, hERG WT inh -2.9, Coupling enz -2.9, TRPV1 agonist -0.8, Integrin act MD 33.3%, ASM inhibitor -20.9%, MBNL1-CUG inh 13.3%, CXXC DNA block 3.2%, GALK inhibitor 0.0% and KCNH2 3.1 inh 3.3.
Screening COc1ccc(C(=O)c2ccc3oc(-c4ccc(OC)cc4)c(C#CCCO)c3c2)cc1 returned hERG WT inh -14.4, Integrin act MD 3.7%, ASM inhibitor 23.9% and KCNH2 3.1 inh -2.2.
For Cc1ccc(-n2ncc3c(=O)[nH]c(SCC(=O)N4CCC(C)CC4)nc32)cc1C the results were AT treatment 4.2%, hERG WT inh -7.1, Coupling enz 2.0, TRPV1 agonist 1.2, Integrin act MD 21.7%, ASM inhibitor -3.1%, MBNL1-CUG inh 4.9%, CXXC DNA block -0.8%, GALK inhibitor -2.2% and KCNH2 3.1 inh 5.6.
COC(=O)C1=NN(c2ccc(C)cc2)C2(S1)SC(C(C)=O)=C(C)N2c1ccccc1 (stereo not drawn) was read as AT treatment -0.9%, hERG WT inh -2.8, Coupling enz -0.9, TRPV1 agonist -1.7, Integrin act MD 5.0%, ASM inhibitor 0.1%, MBNL1-CUG inh 4.4%, CXXC DNA block 6.4%, GALK inhibitor 0.8% and KCNH2 3.1 inh -21.2.
For O=C(CNC(=O)Cc1ccccc1)NCC(=O)OCC(=O)c1ccc(F)cc1 the results were AT treatment -5.3%, hERG WT inh -2.0, Coupling enz 3.3, TRPV1 agonist 1.1, Integrin act MD 0.0%, ASM inhibitor 2.1%, MBNL1-CUG inh -0.5%, CXXC DNA block 3.2%, GALK inhibitor -1.0% and KCNH2 3.1 inh 3.3.
Screening Fc1cccc(-c2c(-c3ccccc3)ncc3cc(F)ccc23)c1 returned AT treatment 6.5%, hERG WT inh 7.6, TRPV1 agonist 16.8, Integrin act MD 1.0%, ASM inhibitor -2.5% and KCNH2 3.1 inh -0.3.
For Cc1cc(C)n(CC(=O)NC2CCCCC2C)c(=O)c1C#N (stereo not drawn) the results were AT treatment 1.8%, hERG WT inh -5.0, TRPV1 agonist -0.4, Integrin act MD -14.2%, ASM inhibitor -1.1% and KCNH2 3.1 inh 18.9.
O=C(NC1CC1)C1CCN(C2CCN(C(=O)c3ccc(C(F)(F)F)cc3)CC2)CC1 was read as AT treatment -8.4%, hERG WT inh -30.3, Coupling enz 2.4, TRPV1 agonist 7.7, Integrin act MD -10.8%, ASM inhibitor 4.3%, MBNL1-CUG inh -6.0%, CXXC DNA block -3.7%, GALK inhibitor -0.6% and KCNH2 3.1 inh -45.2.
Screening C=CCOC(=O)C1=C(C)NC(SCC(=O)Nc2nccs2)=C(C#N)C1c1cccs1 (stereo not drawn) returned AT treatment 13.6%, hERG WT inh -4.6, Coupling enz -0.6, TRPV1 agonist 3.4, Integrin act MD 7.2%, ASM inhibitor 2.2%, MBNL1-CUG inh 13.9%, CXXC DNA block -0.4%, GALK inhibitor 3.5% and KCNH2 3.1 inh -5.6.
`Cc1cccc2c(C(=O)O)c3c(nc12)CCCCC3` gave AT treatment 1.0%, hERG WT inh -13.2, Coupling enz -3.0, TRPV1 agonist -0.4, Integrin act MD -7.7%, ASM inhibitor 2.8%, MBNL1-CUG inh -1.1%, CXXC DNA block -10.4%, GALK inhibitor -3.0% and KCNH2 3.1 inh 1.1.
`Cc1ccc(N2C(=O)C3NN=C(C(=O)OCc4ccccc4)C3C2=O)cc1` (stereo not drawn) gave AT treatment 1.4%, hERG WT inh -1.1, Coupling enz -0.5, TRPV1 agonist -0.3, Integrin act MD inconclusive, ASM inhibitor -2.9%, MBNL1-CUG inh 19.9%, CXXC DNA block -4.3%, GALK inhibitor 0.9% and KCNH2 3.1 inh 9.8.
For COc1ccc([N+](=O)[O-])cc1NC(=O)C1(c2ccc(OC)c(OC)c2)CCOCC1 the results were AT treatment 5.3%[11.5 µM], hERG WT inh 1.2, Coupling enz 1.2, TRPV1 agonist 2.5, Integrin act MD -10.5%, ASM inhibitor -2.4%, MBNL1-CUG inh inconclusive, CXXC DNA block -0.7%, GALK inhibitor -2.2% and KCNH2 3.1 inh 1.5.
`CCC(=O)Nc1cc(C)c(NC(=O)CCc2ccccc2)cn1` gave AT treatment -5.9%, hERG WT inh -0.9, Coupling enz -5.1, TRPV1 agonist 2.3, Integrin act MD 13.5%, ASM inhibitor 28.7%, MBNL1-CUG inh 23.6%, CXXC DNA block -23.7%, GALK inhibitor 2.5% and KCNH2 3.1 inh 3.3.
`CC1CC(C)CN(C(=O)CCNS(=O)(=O)c2ccc3c(c2)CCC(=O)N3)C1` (stereo not drawn) gave AT treatment 4.2%, hERG WT inh -4.0, Coupling enz 1.2, TRPV1 agonist inconclusive, Integrin act MD -14.3%, ASM inhibitor 3.2%, MBNL1-CUG inh 2.1%, CXXC DNA block 8.3% and KCNH2 3.1 inh -6.0.
Screening CSc1ccccc1NC(=S)NC1CCCC1 returned AT treatment 12.8%, hERG WT inh -8.3, Coupling enz -2.0, TRPV1 agonist 5.5, Integrin act MD -25.2%, ASM inhibitor 2.3%, MBNL1-CUG inh -1.1%, CXXC DNA block 3.7%, GALK inhibitor -0.6% and KCNH2 3.1 inh 8.6.
`CC(C)CCNC(=O)CCCCn1c(=O)[nH]c2ccsc2c1=O` gave AT treatment 5.5%, hERG WT inh -5.0, Coupling enz 2.3, TRPV1 agonist 0.1, Integrin act MD -2.9%, ASM inhibitor 5.8%, MBNL1-CUG inh -1.2%, CXXC DNA block 4.9%, GALK inhibitor -3.0% and KCNH2 3.1 inh 11.5.
For O=c1[nH]c(CN2CCN(S(=O)(=O)c3ccc(Cl)cc3)CC2)nc2cc(Cl)ccc12 the results were AT treatment 7.0%, hERG WT inh -19.6, Coupling enz -0.3, TRPV1 agonist 3.8, Integrin act MD 16.0%, ASM inhibitor -1.6%, MBNL1-CUG inh -1.1%, CXXC DNA block 6.0%, GALK inhibitor -2.4% and KCNH2 3.1 inh inconclusive.
For CCC(=O)c1ccc(N2CCN(C(=O)c3ccc(Br)cc3)CC2)c(F)c1 the results were AT treatment 10.5%, hERG WT inh 1.9, Coupling enz -0.4, TRPV1 agonist -1.9, Integrin act MD -32.0%, ASM inhibitor -9.3%, MBNL1-CUG inh -11.8%, CXXC DNA block -0.5%, GALK inhibitor -1.7% and KCNH2 3.1 inh -28.2.
Screening C/C(=N\NC(=O)C1CC1)c1cccs1 returned AT treatment -1.0%, hERG WT inh -3.2, Coupling enz -0.8, TRPV1 agonist 1.2, Integrin act MD 7.4%, ASM inhibitor 3.1%, MBNL1-CUG inh 4.8%[11.5 µM], CXXC DNA block 0.6% and KCNH2 3.1 inh 3.1.
Screening CC1(C)SCC(C(=O)O)NC1=O (stereo not drawn) returned AT treatment 9.5%, hERG WT inh -1.2, Coupling enz 0.2, TRPV1 agonist -2.3, Integrin act MD -15.8%, ASM inhibitor 4.1%, MBNL1-CUG inh inconclusive, CXXC DNA block 4.7%, GALK inhibitor 1.4% and KCNH2 3.1 inh 3.2.

Compound activity: PubChem BioAssay, National Center for Advancing Translational Sciences (NCATS)

Rows were taken by chance, and some 2% of all compounds hit somewhere here.
